# HKDC1 inhibitor – inhibitors of human hexokinase HKDC1. Q2TB90. recombinant HKDC1, G6PDH/diaphorase resazurin coupled fluorescence. inhibition, % at 20 µM. AID 493160. hit rate 0.16% among 340,000;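 active means inhibition above about 35% when tested at 20 µM, limit read from the data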;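 further: plate controls were DMSO wells with enzyme for no effect and DMSO wells lacking enzyme for full effect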
#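 Assay system – recombinant HKDC1 (HK5) hexokinase enzyme, produced in-house · Input – HKDC1 at 5 µg/mL · Reagent – glucose plus 1 mM ATP as hexokinase substrates · Timing – 90 min reaction incubation at room temperature, dark · Measured by – G6PDH/diaphorase-coupled fluorescence, 1 mM NADP, 100 µM resazurin, 525/613 nm · Benchmarks – DMSO-enzyme wells negative, buffer-substituted wells positive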
# SENP6 inh – SENP6 protease inhibition; Q9GZR1; inhibition, % at 10 µM; AID 2599; hit rate 1.8% among 330,000; Recombinant SENP6 catalytic domain, aminoluciferin luminescence;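 active means inhibition above about 50% at the single tested dose, limit read from the data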;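 further: plate controls were DMSO wells with enzyme for no effect and DMSO wells lacking enzyme for full effect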
# SENP7 block – blocks the human protease SENP7; hit rate 1.5% among 330,000; inhibition, % at 5 µM; Q9BQF6; recombinant SENP7, Z-RLRGG-aminoluciferin luminescence, 40 min;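 active means inhibition above about 50% at the single test dose, limit read from the data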;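 further: plate controls were DMSO with enzyme for no effect and no enzyme buffer wells for full effect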
# Target sequence (Q9BQF6 706-1050 limits assumed): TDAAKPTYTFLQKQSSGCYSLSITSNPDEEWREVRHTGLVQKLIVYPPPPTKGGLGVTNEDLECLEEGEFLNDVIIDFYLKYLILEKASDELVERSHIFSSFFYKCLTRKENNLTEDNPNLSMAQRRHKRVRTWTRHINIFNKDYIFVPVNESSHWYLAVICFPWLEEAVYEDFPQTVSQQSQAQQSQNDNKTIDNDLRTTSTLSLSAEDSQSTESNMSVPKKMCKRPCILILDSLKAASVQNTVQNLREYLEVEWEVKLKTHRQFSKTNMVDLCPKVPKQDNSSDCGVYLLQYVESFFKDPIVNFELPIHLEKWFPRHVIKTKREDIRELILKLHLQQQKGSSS
# SENP1 FRET inh – SENP1 (human) catalytic domain inhibition | hit rate 0.21% among 360,000 | recombinant SENP1 catalytic domain, CyPet-SUMO1-YPet FRET cleavage | inhibition, % at 10 µM | Q9P0U3 | AID 624204;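 active means inhibition at least 30% at 10 µM, raw YFP signal under a set limit, fluorescence ratio 0.5 to 1.5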;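 further: 0% = enzyme with DMSO and 100% = no enzyme wells; some results filed as inactive read as strong as hits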
# Target sequence (Q9P0U3 419-644 limits assumed): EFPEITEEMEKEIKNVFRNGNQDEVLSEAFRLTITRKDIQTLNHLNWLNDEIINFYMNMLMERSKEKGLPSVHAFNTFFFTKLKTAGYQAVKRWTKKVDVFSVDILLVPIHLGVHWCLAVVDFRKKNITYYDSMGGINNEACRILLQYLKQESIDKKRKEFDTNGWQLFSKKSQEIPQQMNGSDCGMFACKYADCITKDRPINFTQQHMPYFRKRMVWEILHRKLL
#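 Test system: hSENP1 catalytic domain, recombinant; Amount: 20 pM final SENP1 enzyme; Medium: Tris pH 8 buffer plus EDTA, NaCl, BME, BSA, NP40, catalase; Schedule: 50 min enzyme reaction, room temperature, light-protected; Technique: FRET fluorescence in CFP and YFP emission channels; Controls: no-enzyme wells low, DMSO-plus-enzyme wells high control.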
# PfGluPho inh – PfG6PD (Plasmodium falciparum) enzyme inhibition | PfGluPho enzyme, NADPH resazurin-diaphorase fluorescence | AID 504690 | inhibition, % at 20 µM | hit rate 0.78% among 350,000;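 active means inhibition reaching at least a set limit at 20 µM in the primary screen, cut at about 59% in these data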;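 further: 0% = DMSO wells with substrate and 100% = DMSO wells lacking glucose-6-phosphate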
# SENP8 block-1 – SENP8 (human) protease inhibition; Q96LD8; recombinant SENP8, Nedd8 substrate fluorescence; inhibition, % at 20 µM; hit rate 0.64% among 360,000; AID 602440; in the data active means inhibition mostly above about 40%, no sharp cut-off; inactive means mostly below about 27%
# Target sequence (Q96LD8 whole entry, looked up): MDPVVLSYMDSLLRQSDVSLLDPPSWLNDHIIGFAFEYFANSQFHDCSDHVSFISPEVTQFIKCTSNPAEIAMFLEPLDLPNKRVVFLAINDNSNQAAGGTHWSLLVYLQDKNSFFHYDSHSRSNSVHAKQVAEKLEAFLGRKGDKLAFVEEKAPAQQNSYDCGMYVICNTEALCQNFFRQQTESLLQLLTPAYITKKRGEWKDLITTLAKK
# SENP8 block-2 – blocks the human protease SENP8 | purified SENP8, Z-RLRGG-aminoluciferin cleavage, luminescence | inhibition, % at 10 µM | hit rate 1.2% among 330,000 | AID 2540; in the data active means inhibition above about 50%
# Apaf1 inhib – blocks human Apaf-1 apoptosome activity | inhibition, % at 20 µM | AID 489030 | reconstituted apoptosome caspase-3 activity, DEVD-Rh110 fluorescence | hit rate 0.71% among 330,000; active means inhibition of at least 40% at 20 µM;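 further: plate controls were DMSO wells for no effect and DEVD-CHO caspase inhibitor wells for full effect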
#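 Assay system – apoptosome proteins · Medium – Hepes buffer, pH 7.5 · Also added – cytochrome c with DEVD-Rh110 · Timing – 30 min compound preincubation, 50 min activation, room temperature · Detection – Rh110 fluorescence, excitation 480 nm, emission 540 nm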
# An asterisk follows results filed as active; . = no result given. Compounds as they come, and some 3.6% of all compounds hit somewhere here.
# Below each compound: HKDC1 inhibitor	SENP6 inh	SENP7 block	SENP1 FRET inh	PfGluPho inh	SENP8 block-1	SENP8 block-2	Apaf1 inhib
O=C(O)CSCC(=O)N1CCN(c2nc3cc(Cl)ccc3s2)CC1
→ -3	-8	3	0	4	15	6	-2
N/C(=N\OCc1ccc([N+](=O)[O-])cc1)c1ccccn1
→ -3	95*	96*	.	4	.	90*	0
Cn1cnnc1SCC(=O)c1ccc2c(c1)OCCO2
→ 14	2	8	3	10	3	-1	-2
Cc1ccc(Cn2cc(C(=O)c3ccc(F)cc3)c(=O)c3cc4c(cc32)OCCO4)cc1
→ 7	3	-4	-1	-9	-47	-4	23
Cc1cccc(NC(=O)C(C)Oc2ccccc2C)n1 (stereo not drawn)
→ -4	1	-1	1	-10	14	5	0
CCOC(=O)c1ccoc1CN1CCN(S(=O)(=O)c2ccc(C)c(C)c2)CC1
→ -3	-4	-4	-2	-2	3	6	5
CCN(CC)S(=O)(=O)c1ccc(-c2nnc(SCC(=O)N3CCc4ccccc43)o2)cc1
→ -6	7	0	1	2	2	14	-23
O=[N+]([O-])c1ccc2c(c1)nc(CO)n2Cc1ccccc1
→ -3	-3	5	-4	20	14	-11	-6
CN1C[C@@H]2C(c3ccc(Cl)nc3)C3(c4ccccc4)CC2(C3)[C@H]1c1ccccc1 (stereo partly drawn)
→ -2	1	3	0	14	39	-3	16
O=C(Nc1ccc(NC(=O)c2cc3ccccc3o2)cc1)c1ccc2c(c1)OCCO2
→ -2	10	0	3	-2	-35	10	-26
COC(=O)c1c(C)[nH]c(C(=O)C(C)Sc2nnc(-c3cc(OC)c(OC)c(OC)c3)o2)c1C (stereo not drawn)
→ -4	-9	0	4	-3	11	4	7
Cc1cc(C)n(-c2nc(SCC(=O)O)c3c4c(sc3n2)CCCC4)n1
→ .	-8	6	.	.	.	1	-2
C=CCNC(=S)N1CCN(C2CCCCC2)CC1
→ 6	-11	1	3	3	10	-1	-26
NS(=O)(=O)c1ccc(NC(=O)COC(=O)C2CCCCC2)cc1
→ -9	-18	4	2	-8	8	0	-2
O=C(CCc1ccc(S(=O)(=O)N2CCOCC2)cc1)Nc1c(F)cccc1F
→ -4	2	-5	3	-3	0	-11	0
CCOC(=O)c1[nH]cnc1C(=O)NC1CCN(C(=O)OC(C)(C)C)CC1
→ -3	0	6	2	7	-3	-4	-4
O=C1c2ccccc2C(=O)N1OCc1ccc(Cl)cc1
→ -1	6	8	-2	9	21	7	8
CC(OC(=O)c1ccccc1C(=O)N(C)C1CCCCC1)C(=O)NC1(C#N)CCCCC1 (stereo not drawn)
→ -5	-7	-3	3	3	18	-16	10
COc1ccc(Cl)cc1NC(=O)CN1CCN(C(=O)N2CCOCC2)CC1
→ -8	12	-4	0	-1	-8	1	-1
COc1ccc(-c2ccc(=O)n(Cc3ccccc3)n2)cc1
→ 1	-27	-5	1	1	-298	-7	10
COc1cc(-c2cc(C(=O)NCc3ccco3)c3ccccc3n2)cc(OC)c1OC
→ -3	-23	-4	1	11	-298	5	9
COc1ccc(N2CCN(C(=O)CCc3ccccc3OC)CC2)cc1
→ -3	-10	4	0	2	10	-2	5
O=C(NCc1ccc(F)cc1)Nc1cccc([N+](=O)[O-])c1
→ -5	-6	9	1	16	11	-4	2
COc1cc(OC)cc(C(=O)N2CC(=O)Nc3ccccc32)c1
→ 6	4	5	1	-16	16	1	-6
COc1cccc(-n2nnnc2SCC(=O)NCCc2ccccc2)c1
→ -4	-13	2	-2	11	22	3	8
CCOP(=O)(OCC)C(Nc1ccccc1)c1cccnc1 (stereo not drawn)
→ -4	-10	-10	-1	-10	23	-14	-2
NS(=O)(=O)c1ccc(NNC(=O)c2sccc2Cl)cc1
→ 1	-24	2	4	13	13	4	-5
O=C(CNC(=O)/C=C/c1ccccc1)N=Nc1c(O)n(Cc2ccccc2)c2ccccc12
→ .	-26	4	.	.	.	12	6
O=C(c1ccco1)N1CCN(C(=O)c2cnn(-c3ccc(Cl)cc3)c2C2CCNCC2)CC1
→ -5	-9	3	-1	13	8	-2	-1
COCCN1Cc2cccc(C(=O)N3CCN(c4ccccc4)CC3)c2C1=O
→ -7	-13	6	1	-9	11	2	0
Cc1cc(Cl)c(S(=O)(=O)N2CCCCCC2)cc1OCC(=O)NC1CCCCC1
→ 3	-4	4	2	-10	13	-2	25
CCOC(=O)/C(C#N)=N/Nc1ccc(S(=O)(=O)N2CCc3ccccc32)cc1
→ -4	-5	2	-4	-6	31	-3	-2
CCOC(=O)c1nn(-c2ccccc2C)c(=O)c2c(N)scc12
→ 13	46	1	2	47	47*	-4	47*
N#Cc1nc(COc2ccc(Br)cc2)oc1N1CCCCCC1
→ 2	7	4	-3	3	12	5	5
CC(=O)N1CCN(c2nnc(-c3ccccc3)c3ccccc23)CC1
→ -2	-9	3	1	-9	14	-3	1
CC1Cc2ccccc2N1C(=O)CO/N=C/c1ccc(OC(F)F)cc1 (stereo not drawn)
→ -5	0	8	-1	13	12	3	20
CS(=O)(=O)N(CC(=O)Nc1cc(Cl)ccc1Cl)c1ccccc1Cl
→ -1	0	4	0	-1	7	-3	1
CCC(=O)NC1=C(NC(C)c2ccccc2)C(=O)c2ccccc2C1=O (stereo not drawn)
→ 9	0	-4	2	5	23	1	5
CCn1c(COc2ccc3c(c2)CCCC3)nnc1SCC(=O)Nc1nccs1
→ -9	4	-1	-1	-5	-14	10	-3
CN(C)c1nc2c(c(=O)[nH]c(=O)n2C)n1Cc1ccccc1Br
→ -1	6	2	0	-7	18	4	5
COc1ccc(N(CC(=O)NCCSCc2c(F)cccc2Cl)S(C)(=O)=O)cc1OC
→ -18	-5	-9	0	-5	16	4	-1
Cc1ccc(COC(=O)c2cccc(S(=O)(=O)N3CCCCCC3)c2)cc1
→ -2	-10	0	2	16	12	-15	3
O=C(/C=C/c1cccc(F)c1)N1CCc2ccccc21
→ 16	74*	95*	0	0	31	72*	-5
OCCNc1nc(-c2ccccc2)c2cc(Cl)ccc2n1
→ -1	14	1	-31	-2	-415	7	-3
Cc1ccc(C)c(OCC(=O)Nc2ccc3c(c2)OCO3)c1
→ 1	-8	4	0	21	8	-2	-6

# Profiles from above.
# CCOC(=O)c1nn(-c2ccccc2C)c(=O)c2c(N)scc12 across the screens: HKDC1 inhibitor: 13; SENP6 inh: 46; SENP7 block: 1; SENP1 FRET inh: 2; PfGluPho inh: 47; SENP8 block-1: 47*; SENP8 block-2: -4; Apaf1 inhib: 47*
# CC(=O)N1CCN(c2nnc(-c3ccccc3)c3ccccc23)CC1 across the screens: HKDC1 inhibitor: -2; SENP6 inh: -9; SENP7 block: 3; SENP1 FRET inh: 1; PfGluPho inh: -9; SENP8 block-1: 14; SENP8 block-2: -3; Apaf1 inhib: 1

# Next structures.
# Below each compound: HKDC1 inhibitor	SENP6 inh	SENP7 block	SENP1 FRET inh	PfGluPho inh	SENP8 block-1	SENP8 block-2	Apaf1 inhib
COc1ccc2oc(C(=O)NN3C(C)CCCC3C)c(C)c2c1 (stereo not drawn)
→ -3	6	-9	1	-5	3	-4	-2
CCCOc1cc(C)c(Cl)cc1S(=O)(=O)N(CC)CC
→ -4	2	-5	-1	3	15	1	8
CCOC(=O)c1cc(C)nc(S(C)(=O)=O)c1C#N
→ 5	-26	11	-1	2	-83	4	-10
CN(C)c1ccc(/C=C/C(=O)c2cccc(Br)c2)cc1
→ -1	52*	27	-23	7	-38	18	21
COc1ccc(C(=O)Nc2ccc3[nH]ncc3c2)cc1OC
→ -6	-2	-7	0	-8	8	-14	-8
COc1ccc(NS(=O)(=O)c2ccc(N3CCOCC3)c(NC(=O)c3ccccc3Cl)c2)cc1
→ -5	10	4	0	3	1	-3	8
COc1ccc(OC)c(C(c2nnnn2C2CCCC2)N2CCN(c3ccccc3)CC2)c1 (stereo not drawn)
→ -4	-1	9	-1	2	8	-6	15
COc1ccc(C2CC(=O)Nc3n[nH]c(-c4ccccc4)c32)cc1OC (stereo not drawn)
→ -7	6	-3	0	-4	-9	5	19
O=C(Nc1c(Br)cc2c(c1Br)Cc1ccccc1-2)C(Cl)Cl
→ -2	.	.	-1	12	0	.	.
CN(C)CCn1c(=S)[nH]c2ncccc2c1=O
→ 2	-1	-3	1	-1	-28	-11	-11
CC(C)[C@H](NC(=O)c1ccco1)C(=O)N(C)Cc1ccc(C(F)(F)F)cc1
→ -4	-6	-9	-1	-3	17	-7	4
O=C(CSc1n[nH]c(=O)n1Cc1ccccc1)Nc1ccc(N2CCOCC2)cc1
→ -1	-8	-1	-1	2	11	-7	-1
O=C(COC(=O)C1CCN(S(=O)(=O)c2cccs2)CC1)c1ccc2c(c1)OCCO2
→ -3	-5	-10	0	-7	18	-7	4
Cc1ncc(CC(=O)n2cc(C(=O)c3cc(Cl)ccc3O)cn2)s1
→ 14	-6	1	-57	-12	-67	2	-4
CCCCOC(=O)c1cc(=O)[nH]c2ccc(C)cc12
→ -3	-6	-14	-9	13	-142	-13	26
Cc1ccccc1NC(=O)NNC(=O)OC(C)(C)C
→ -7	-7	4	2	-7	21	-2	-3
O=C(NCc1cccc(Cl)c1)c1cnn2c1NC(c1ccco1)CC2C(F)(F)F (stereo not drawn)
→ -3	1	3	-19	-1	9	4	-9
O=C(c1cnn2c(C(F)(F)F)cc(-c3ccccc3)nc12)N1CCOCC1
→ -8	1	4	-3	10	-76	1	-20
Cc1ccc(/C=C/c2onc(C)c2S(=O)(=O)N2CCC(C(=O)N3CCN(C)CC3)CC2)cc1
→ -1	1	-4	4	-17	-11	-2	45*
O=C(CCc1ccccc1)NNC(=O)c1ccco1
→ 4	-6	8	2	-1	8	-2	10
c1ccc(OCCSc2nnc3sc4ccccc4n23)cc1
→ 11	80*	16	1	105*	14	68*	11
COc1ccc(OCc2cc(C(=O)NCc3nc(C)cs3)no2)c(Cl)c1
→ 6	-8	13	0	-14	10	-13	-1
Cc1ccc(C)c(NC(=O)CSc2nnc(Cc3cccn3C)n2-c2ccc(F)cc2)c1
→ -6	-5	17	-2	14	-1	-7	-6
Cn1c(=O)c2c(nc(CN3CCc4ccccc4C3)n2Cc2ccccc2F)n(C)c1=O
→ 1	7	5	-3	-5	11	-4	24
CC1(C)Cc2ccccc2C(N)=C1C#N
→ -5	-18	-4	0	34	12	-9	-2
COCCn1nnnc1CN(Cc1ccco1)Cc1cc2cc3c(cc2[nH]c1=O)OCO3
→ 1	-11	-8	-26	-9	-271	0	2
COC(=O)Nc1nn(-c2ccc(Cl)cc2)c(=O)c(C#N)c1C
→ -5	4	-2	-5	-11	-200	1	-8
COCCOc1ccc(C(F)(F)F)cc1N
→ -8	9	4	-1	13	4	-6	-1
Cc1ccc(NC(=O)COC(=O)C2C3CC4OC(=O)C2C4C3)cc1Cl (stereo not drawn)
→ -4	-4	-3	1	-13	4	-1	1
Cc1ccc(C)c(NC(=O)C2CC=CCC2C(=O)O)c1 (stereo not drawn)
→ 3	-13	13	-1	-3	20	-2	-2
COc1ccc(NCc2ccc(OC)c(OC)c2)cc1
→ .	4	2	.	.	.	2	-12
Cc1nc2nc(-c3ccc(Cl)cc3)cn2nc1C
→ -2	69*	-6	-14	5	-500	62*	4
COc1cc2cc(CN(CCc3cccc(C)c3)C(=S)NCCCN(C)C)c(=O)[nH]c2cc1OC
→ -10	-17	-4	-1	13	-385	-10	10
O=C(O)c1cc(/C=C/c2ccc(N3CCOCC3)c([N+](=O)[O-])c2)nc2ccccc12
→ 5	77*	63*	-22	4	-104	53*	4

# Assay outcomes (PubChem BioAssay)
